MrgX1 agonist: human MrgX1 receptor agonism, primary screen. Q96LB2. MrgX1-HEK293 cells, Fluo-4 calcium fluorescence, agonist mode; hits give high values. B-score at 10 µM. 310,000 compounds, 0.44% hits;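 active = calcium response B-score plate-corrected fluorescence ratio at least 3 library SD, with starting fluorescence B-score inside 5 SD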
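System: HEK293 cells stably expressing human MrgX1 receptor; Dosing: test compound in the initial addition of three; Schedule: overnight plating, then 30 min 37 °C plus 30 min room-temperature dye loading; Detection: kinetic calcium dye fluorescence, Fluo-4 NW; Controls: per-plate positive and negative controls for Z′ factor.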
ANO1 block: mouse TMEM16A channel inhibition, primary screen; Q8BHY3; HEK293 TMEM16A/YFP iodide influx fluorescence, ionomycin; normalized B-score (activity score, 25-100; higher = stronger inhibition) at 10 µM; 310,000 compounds, 1.2% hits; AID 588511;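 active = ratio plate-corrected score three or more library SD toward inhibition, starting fluorescence score within five deviations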;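 note: score derived from kinetic fluorescence span divided by baseline fluorescence per well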
hERG rescue: compounds protecting human hERG from proarrhythmic drug block. 310,000 compounds, 0.51% hits. activation (rescue from dofetilide block), less the hit threshold, % at 10 µM. Q12809. CHO-hERG, FluxOR thallium flux, dofetilide IC70 present. AID 1511;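 active = activation above the mean of controls blocked by dofetilide plus 5 SD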;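 note: thallium influx through hERG after potassium depolarization seen as dye fluorescence rise; in these data hits start at about 4.7%; inactives centre near -7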
Target sequence (Q12809 whole entry, looked up): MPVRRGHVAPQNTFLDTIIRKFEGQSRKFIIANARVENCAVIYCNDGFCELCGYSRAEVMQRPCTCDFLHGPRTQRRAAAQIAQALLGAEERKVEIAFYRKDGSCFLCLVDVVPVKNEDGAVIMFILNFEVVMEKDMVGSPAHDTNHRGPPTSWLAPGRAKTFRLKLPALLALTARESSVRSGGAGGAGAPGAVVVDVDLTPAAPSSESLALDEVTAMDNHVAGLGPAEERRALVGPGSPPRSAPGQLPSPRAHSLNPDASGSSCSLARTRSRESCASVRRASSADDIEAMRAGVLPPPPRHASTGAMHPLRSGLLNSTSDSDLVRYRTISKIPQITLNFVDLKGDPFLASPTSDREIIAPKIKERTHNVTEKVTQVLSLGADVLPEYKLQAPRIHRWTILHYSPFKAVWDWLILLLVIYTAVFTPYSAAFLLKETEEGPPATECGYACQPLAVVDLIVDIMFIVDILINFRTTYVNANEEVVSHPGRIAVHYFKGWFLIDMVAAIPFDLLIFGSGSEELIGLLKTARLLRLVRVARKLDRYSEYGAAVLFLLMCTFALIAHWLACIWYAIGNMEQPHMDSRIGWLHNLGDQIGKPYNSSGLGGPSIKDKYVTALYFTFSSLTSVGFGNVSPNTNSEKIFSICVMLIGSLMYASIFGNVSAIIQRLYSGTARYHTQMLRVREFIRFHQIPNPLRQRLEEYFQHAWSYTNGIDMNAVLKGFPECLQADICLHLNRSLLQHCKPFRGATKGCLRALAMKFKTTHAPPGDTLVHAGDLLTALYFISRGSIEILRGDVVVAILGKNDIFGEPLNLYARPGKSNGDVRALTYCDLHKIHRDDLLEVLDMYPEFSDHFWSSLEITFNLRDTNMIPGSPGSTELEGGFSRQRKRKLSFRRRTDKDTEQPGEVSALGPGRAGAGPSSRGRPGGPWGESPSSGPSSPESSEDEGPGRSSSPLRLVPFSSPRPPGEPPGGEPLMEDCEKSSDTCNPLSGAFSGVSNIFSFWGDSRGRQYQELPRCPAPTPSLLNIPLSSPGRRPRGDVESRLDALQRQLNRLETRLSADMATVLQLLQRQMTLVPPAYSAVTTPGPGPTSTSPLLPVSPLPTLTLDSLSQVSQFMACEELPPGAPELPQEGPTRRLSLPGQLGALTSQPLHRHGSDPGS
RGS4 inh: inhibitors of human RGS4. P49798. HEK293 M3R/RGS4 inducible, Fluo-4 calcium flux; hits give high values; triggered by carbachol at its EC20. B-score at 10 µM. 310,000 compounds, 0.45% hits;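 active = B-score, a plate-corrected calcium signal, over three deviations above library mean, with baseline fluorescence within five deviations of library mean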;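 note: RGS4 expression induced by doxycycline in cells with stable M3 receptor; B-score is computed from the integrated fluorescence ratio over baseline after carbachol; higher B-score means a larger calcium signal and so more RGS4 inhibition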
KCNQ1 act: potentiators or activators of human KCNQ1 potassium channel | P51787 | CHO-K1 KCNQ1, thallium flux FluxOR fluorescence; hits give high values | B-score at 10 µM | 310,000 compounds, 0.35% hits;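 active = fluorescence ratio B-score, a plate-corrected score, at least three library SD, with initial intensity B-score within 5 SD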
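Assay system: CHO-K1 cells stably expressing KCNQ1. Medium: assay buffer for compound exposure, DMSO matched across wells. Timing: 37 °C overnight plating, 90-min dark dye load, 20-min compound pretreatment. Signal: kinetic FluxOR fluorescence, 10 s baseline plus 110 s post-stimulus.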
ANO1 activ: activates or potentiates the mouse TMEM16A chloride channel | Q8BHY3 | 340,000 compounds, 0.3% hits | HEK293 TMEM16A/YFP-H148Q/I152L, iodide quench fluorescence; hits give low values | B-score at 10 µM;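 active = fluorescence-ratio B-score plate-corrected deviation score at least 3 library SD below zero, with starting fluorescence score within 5 deviations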;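 note: channel opened by trigger with iodide after compound preincubation; score built on the fluorescence ratio of max minus min over baseline; more negative score means more quench and so TMEM16A activation or potentiation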
KCNK3 inh: human KCNK3 channel inhibition, primary screen; AID 602410; 340,000 compounds, 0.84% hits; O14649; B-score at 10 µM; CHO-KCNK3 thallium flux, FluxOR fluorescence; hits give low values;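 active = B-score under library mean minus 4 SD, starting fluorescence ratio at most library mean plus 5 SD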;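 note: more negative B-score means stronger inhibition of thallium flux through KCNK3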
RGS4 act: RGS4 potentiation or activation; B-score at 10 µM; 310,000 compounds, 0.92% hits; HEK293 M3R/inducible RGS4, carbachol calcium flux Fluo4; hits give low values;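 active = B-score of the integrated calcium signal more than 4 SD below the library mean, with starting fluorescence not abnormally high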;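 note: negative B-score means reduced calcium response which marks RGS4 activation or potentiation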
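test system = HEK293 cells with stable M3R and inducible RGS4 | schedule = recording 10 s baseline at 1 Hz, 100 s post-agonist | technique = Fluo4-AM (2 µM) calcium-flux fluorescence, kinetic read | measure = Agonist-evoked peak-minus-minimum fluorescence over baseline, integrated ratio, B score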
MrgX1 allo act: human MrgX1 positive allosteric modulation, primary screen; Q96LB2; MrgX1-HEK293, Fluo-4 calcium flux, FDSS; hits give high values; B-score at 10 µM; 310,000 compounds, 0.63% hits; AID 588675;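 active = plate-corrected calcium response at least 3 library SD above typical, normal starting fluorescence, not activating the receptor alone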;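 note: compound read alongside a low EC10 to EC30 dose of BAM8-22 agonist; peak minus trough fluorescence over baseline measured at the second addition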
KCNQ1 inh: inhibitors of human KCNQ1 potassium channel; P51787; CHO-K1 KCNQ1, FluxOR thallium flux fluorescence; hits give high values; B-score at 10 µM; 310,000 compounds, 1.3% hits;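 active = compounds whose thallium flux B-score, printed positive for inhibition, exceeds three library SD while starting fluorescence stays within three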;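 note: channel opened by potassium depolarization with thallium stimulus after 20 min compound exposure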
KCNK9 inh: human KCNK9 channel inhibition; HEK293 KCNK9, FluxOR thallium flux fluorescence; hits give low values; B-score at 10 µM; 310,000 compounds, 1.2% hits; AID 488922;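 active = ratio B-score over 3 SD below the library mean, with starting fluorescence within 5 SD of its mean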;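 note: negative B-score means less thallium flux so channel inhibition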
* marks the source's active call; other numbers are inactive results; i = inactive; / = no result given.

Values run as follows: MrgX1 agonist | ANO1 block | hERG rescue | RGS4 inh | KCNQ1 act | ANO1 activ | KCNK3 inh | RGS4 act | MrgX1 allo act | KCNQ1 inh | KCNK9 inh
O=C(CN1C(=O)C2CCc3[nH]c4ccccc4c3C2C1=O)N1CCCC1 (centres undefined)
    / | / | -10 | i | i | i | i | i | / | i | i
O=[N+]([O-])c1ccc(Sc2cccc3cccnc23)c2cccnc12
    i | i | -3 | i | i | i | i | i | i | i | i
COC(C)(C)c1cc(C(C)(C)C)nc(N)n1
    i | i | -13 | i | i | i | i | i | i | i | i
O=C(COC(=O)Cc1ccsc1)NCc1ccc(Cl)cc1
    i | i | -10 | i | i | i | i | i | i | i | i
COc1ccccc1CC(=O)NCc1ccc2c(c1)OCO2
    i | i | -15 | i | i | i | i | i | i | i | i
COc1ccccc1OCCNC(=O)c1ccc(S(=O)(=O)N(C)C)cc1
    i | i | -2 | i | i | i | i | i | i | i | i
COc1cc(/C=C2\SC(=S)N(CC(=O)O)C2=O)ccc1OS(=O)(=O)c1ccc(C)cc1
    i | i | -9 | i | i | i | i | i | i | i | i
CCOC(=O)N1CCN(C(=O)c2cc(COc3ccc4ncccc4c3)on2)CC1
    i | 25* | -16 | i | i | i | i | i | i | i | i
Cc1[nH]c(=S)c(C#N)c(-c2ccccc2)c1C(=O)Nc1ccccc1
    i | i | -1 | i | i | i | i | i | i | i | i
Cc1cccc(NC(=O)CSc2nccn2C)c1
    i | i | -1 | i | i | i | i | i | i | i | i
O=C(Nc1nc(-c2ccccc2)ns1)c1ccncc1
    i | i | -3 | i | i | i | i | i | i | i | i
Cc1ccc2nc3ccc(N4CCCC4)nn3c(=O)c2c1
    i | i | -8 | i | i | i | i | i | i | i | i
COc1ccc(C(=O)N/C(=C/c2cccnc2)C(=O)N2CCN(C)CC2)cc1OC
    i | i | -4 | i | i | i | i | i | i | i | i
NC(=O)CSc1nc(O)cc(=O)n1-c1ccccc1
    i | i | -5 | i | i | i | i | i | i | i | i
N#Cc1c(NC(=O)c2cnn3cccnc23)sc2c1CCCC2
    i | i | -8 | i | i | i | i | i | i | i | i
COCCCNC(=S)N/N=C/c1ccc2c(c1)OCO2
    i | i | -8 | i | i | i | i | i | i | i | i
CCC(C)N(C(=O)CSc1nc2ccc(OC)cc2[nH]1)C1CCS(=O)(=O)C1 (centres undefined)
    i | i | -16 | i | i | i | i | i | i | i | i
CCCCCCOc1ccc(/C(C)=N/NC2=NCCN2)cc1[N+](=O)[O-]
    i | i | -21 | i | i | i | i | i | i | i | i
CC(=O)Cn1c(CN2CCCC2)nc2ccccc2c1=O
    i | i | -20 | i | i | i | i | i | i | i | i
CCOc1ccccc1N1CC(C(=O)Nc2cc(Cl)ccc2C)CC1=O (centres undefined)
    i | i | -4 | i | i | i | i | i | i | i | i
COc1ccc(Br)cc1C(=O)Nc1ccccc1N1CCN(C(=O)c2ccccc2)CC1
    i | i | -25 | i | i | i | i | i | i | i | i
CC(C)NC(=NCc1ccc(Cl)cc1Cl)Nc1ccccc1
    i | i | -5 | i | i | i | i | i | i | 6* | i
COC(=O)Cn1c(O)c(N=NC(=O)CNC(=O)c2ccncc2)c2ccccc21
    i | i | -5 | i | i | i | i | i | i | i | i
Cc1ccccc1NC(=O)Cc1cccc(C(F)(F)F)c1
    i | i | -18 | i | i | i | i | i | i | i | i
CN(C)CCNS(=O)(=O)c1ccc(Cl)cc1
    i | i | -7 | i | i | i | i | i | i | i | i
C/C(CC(=O)NC1CCCC1)=N\NC(=O)Cc1cccs1
    i | i | -6 | i | i | i | i | i | i | i | i
COc1ccc(C)cc1NC(=O)Cc1c(C(=O)O)n(C)c2ccccc12
    i | i | -6 | i | i | i | i | i | i | i | i
Cn1c(=O)n(Cc2ccc(F)cc2)c(=O)c2c1nc1n2CCN1Cc1ccco1
    i | i | -13 | i | i | i | i | i | i | i | i
O=C(CS(=O)(=O)c1ccccc1)Nc1cccnc1
    i | i | -9 | i | i | i | i | i | i | i | i
CC1CCc2[nH]nc(C(=O)O)c2C1 (centres undefined)
    i | i | -12 | i | i | i | i | i | i | i | i

Values run as follows: MrgX1 agonist | ANO1 block | hERG rescue | RGS4 inh | KCNQ1 act | ANO1 activ | KCNK3 inh | RGS4 act | MrgX1 allo act | KCNQ1 inh | KCNK9 inh
COc1ccc(C(=O)COC(=O)c2nn(C)cc2Cl)cc1
    i | i | -5 | i | i | i | i | i | i | i | i
Cc1ccc(Nc2nc(N)c([N+](=O)[O-])c(N3CCOCC3)n2)cc1C
    i | i | -5 | i | i | i | i | i | i | i | i
CC(=O)N1N=C(c2ccccc2)OC1c1ccc([N+](=O)[O-])s1 (centres undefined)
    i | i | -27 | i | i | i | i | i | i | i | i
Cn1c(CCNS(=O)(=O)c2ccc(F)cc2)nnc1SCc1cccnc1
    i | i | -7 | i | i | i | i | i | i | i | i
COc1cc(SC)ccc1C(=O)Nc1ccccc1C#N
    i | i | 2 | i | i | i | i | i | i | i | i
Cc1cc(Cl)ccc1C(=O)C1CCCN(C(=O)c2nonc2C)C1 (centres undefined)
    i | i | -11 | i | i | i | i | i | i | i | i
Cc1cc(SCC(=O)NN=C2CCN(C(C)C)CC2)c(C)cc1Br
    i | i | -4 | i | i | i | i | i | i | i | i
COc1cc(C2CC(=O)NC3=C2C(=O)CC(C)(C)C3)cc(OC)c1O (centres undefined)
    i | i | -11 | i | i | i | i | i | i | i | i
CC(=O)c1ccccc1NCC(=O)Nc1ccc(C)cc1
    i | i | -13 | i | i | i | i | i | i | i | i
O=C(COC(=O)c1ccccc1[N+](=O)[O-])Nc1cc(S(=O)(=O)N2CCOCC2)ccc1N1CCCC1
    i | i | -19 | i | i | i | i | i | i | i | i
O=C(Cn1c(C(F)(F)F)nc2ccccc21)N1CCCC1
    i | i | -5 | i | i | i | i | i | i | i | i
Cc1ccc(C)c(N2CCN(c3nnnn3-c3ccccc3)CC2)c1
    i | i | -10 | i | i | i | i | i | i | i | i
CC(NS(=O)(=O)c1cccc(Cl)c1)C(=O)Nc1ccc(-c2nc3ccccc3s2)cc1 (centres undefined)
    i | i | -5 | i | i | i | i | i | i | i | i
CCCn1cc(C(=O)OCC)c(=O)c2cc(F)c(F)cc21
    i | i | -4 | i | i | i | i | i | i | i | i
OC1O[C@H](c2ccc3c(c2)OCO3)[C@H]2CO[C@H](c3ccc4c(c3)OCO4)[C@@H]12 (some centres undefined)
    i | i | -5 | i | i | i | i | i | i | i | i
COc1ccc(-c2nnc(NC(=O)C3CCCN3S(=O)(=O)c3cccs3)o2)cc1 (centres undefined)
    i | i | -13 | i | i | i | i | i | i | i | i
Cc1ccc(C2c3sc(=O)[nH]c3SC3C4CC(C5C(=O)N(C(C)C(=O)O)C(=O)C45)C23)cc1 (centres undefined)
    i | i | -2 | i | i | i | i | i | i | i | i
C=C(C)c1cccc(C(C)(C)NC(=O)NCc2cccnc2)c1
    i | i | -10 | i | i | i | i | i | i | i | i
CCOc1ccc(C(=O)NCCN2CCCC2)cc1
    i | i | -12 | i | i | i | i | i | i | i | i
CC(C)CC(NC(=O)CCC(=O)OCC(=O)[C@@]1(O)CCC2[C@@H]3CCC4=CC(=O)C=C[C@]4(C)C3[C@@H](O)C[C@@]21C)C(=O)O (some centres undefined)
    i | i | -3 | i | i | i | i | i | i | i | i
Cc1c(C(=O)OCCOC(C)C)[nH]c2c1C(=O)CC(c1ccco1)C2 (centres undefined)
    i | i | 0 | i | i | i | i | i | i | i | i
Nc1cc(=O)[nH]c(SCC(=O)NNC(=O)Cc2ccccc2)n1
    i | i | -8 | i | i | i | i | i | i | i | i
Cc1ccc(C(=O)NC(=S)NNC(=O)c2ccccc2O)cc1
    i | i | -12 | i | i | i | i | i | i | i | i
COc1ccc(C(=O)Nc2cccc3c2CCCC3)cc1
    i | i | -2 | i | i | i | i | i | i | i | i
Nc1nnc(SCCN2C(=O)c3ccccc3C2=O)s1
    i | i | -9 | i | i | i | i | i | i | i | i
O=C(c1ccccc1)N1C(=O)C(c2ccccc2)Oc2ccccc21 (centres undefined)
    i | i | -2 | i | i | i | i | i | i | i | i
COc1ccc2oc(=O)c(C(=O)OCc3ccccc3)cc2c1
    i | i | -3 | i | i | i | i | i | i | i | i
COCC(=O)N1CCC(Oc2ccc(C(=O)N[C@H](C(=O)OC)C(C)C)cc2)CC1
    i | i | -5 | i | i | i | i | i | i | i | i
O=C(NCCCCCCNC(=O)c1cccs1)c1cccs1
    i | i | -2 | i | i | i | i | i | i | i | i
Cc1cc(C(=O)N/N=C/c2ccncc2)c2ccccc2n1
    i | i | 0 | i | i | i | i | i | i | i | i

Complete entries from above. Order of screens: MrgX1 agonist	ANO1 block	hERG rescue	RGS4 inh	KCNQ1 act	ANO1 activ	KCNK3 inh	RGS4 act	MrgX1 allo act	KCNQ1 inh	KCNK9 inh
Entry for CC(NS(=O)(=O)c1cccc(Cl)c1)C(=O)Nc1ccc(-c2nc3ccccc3s2)cc1 (centres undefined) → i	i	-5	i	i	i	i	i	i	i	i
Entry for Nc1nnc(SCCN2C(=O)c3ccccc3C2=O)s1 → i	i	-9	i	i	i	i	i	i	i	i

Next section
Values run as follows: MrgX1 agonist | ANO1 block | hERG rescue | RGS4 inh | KCNQ1 act | ANO1 activ | KCNK3 inh | RGS4 act | MrgX1 allo act | KCNQ1 inh | KCNK9 inh
CCn1c(SCC(=O)N/N=C/c2ccc(OC)c(OC)c2)nc2ccccc21
    i | i | -16 | i | i | i | i | i | i | i | i
Cc1cc(N2CCN(C)CC2)nc2ccc(NC(=O)CCC(=O)NCCc3ccc(Cl)cc3)cc12
    / | / | -9 | i | i | i | i | i | / | i | i
O=C(CC(c1ccco1)S(=O)(=O)c1ccccc1)c1ccccc1 (centres undefined)
    i | i | -3 | i | i | i | i | i | i | i | i
CCOC(=O)Cn1nc(C)cc1NC(=O)c1cc(OC)c(OC)c(OC)c1
    i | i | -3 | i | i | i | i | i | i | i | i
COc1ccc(Cl)cc1C(=O)Nc1ccc(S(N)(=O)=O)cc1
    i | i | -8 | i | i | i | i | i | i | i | i

Compound activity as filed in PubChem.
